Assay outcomes from PubChem BioAssay.
Keap1 Nrf2 FP – Keap1-Nrf2 protein-protein interaction inhibitors, primary screen, biochemical, fluorescence polarization, single point | Kelch-like ECH-associated protein 1 (Homo sapiens), Q14145 | Keap1 Kelch-Nrf2 peptide fluorescence polarization, 1536-well | inhibition, % at 9.4 µM | 0.15% of 340,000 active | AID 504523, 2011; in the data active = inhibition above about 12%;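 also: human Keap1 Kelch domain with fluorescein labeled Nrf2 9mer peptide probe; 0% = neutral control wells and 100% = peptide positive control; higher means more block of Keap1 binding to Nrf2 peptide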
LANA DNA inh – inhibitors of KSHV C-LANA binding to DNA, primary screen, biochemical, fluorescence polarization, FAM-LBS DNA, MBP-C-LANA, single point. Kaposi's sarcoma herpesvirus LANA C-terminal domain (residues 932-1162) DNA binding. inhibition, % at 9 µM. 0.078% of 340,000 active;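 active = highest replicate inhibition at or above 60% at 9 µM, even if other replicates fall short; inactive = all replicates below 60% inhibition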;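 also: 0% = neutral control wells and 100% = 4 µM acridine orange control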
Cardiac RTF inh – cardiac RTF calcium sensitivity inhibitors, primary screen, biochemical, IANBD-TnC fluorescence, EC70 calcium; Troponin I, cardiac muscle (Homo sapiens) + Troponin T, cardiac muscle (Homo sapiens) + …; inhibition, % at 7.15 µM; 0.12% of 340,000 active; AID 493244, 2011; IANBD-labeled cardiac RTF, Ca2+ fluorescence;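 active = inhibition above the mean inhibition of all tested compounds plus 3 SD, cut at about 17% in these data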;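 also: assay run at fixed EC70 calcium of 1.6 mM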
Arr AP2 block – inhibitors of beta-arrestin/AP2 binding, primary screen, biochemical, GPCR trafficking, flow cytometry. beta-arrestin 1 C-terminal peptide binding to AP2 beta2-adaptin appendage (human). 0.31% of 340,000 active. FITC-arrestin peptide / GST-AP2 beads; AP2 beta2 appendage carries R879A mutation. inhibition, % at 10 µM. AID 504490, 2011;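 active = inhibition above a set limit, near 3 SD of compounds lacking own fluorescence, cut at about 54% in these data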;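 also: plate controls were DMSO wells for no effect and 5 µM unlabelled arrestin peptide for full effect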
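test system = AP2 appendage R879A on GSH beads | buffer or medium = PBS plus Tween 20 (0.05%) and BSA (0.1%) | incubation = 12 min plus 1 h, RT | detection = bead flow cytometry, FITC channel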
NSD2 HMT inh – NSD2 histone methyltransferase inhibitors, primary screen, biochemical, AlphaScreen, single concentration, set 2; Histone-lysine N-methyltransferase NSD2 (Homo sapiens), O96028; NSD2 peptide methylation, 120 min; inhibition, % at 12.5 µM; 0.54% of 310,000 active; in the data active = inhibition above about 50%
V-ATPase pH – regulators of yeast V-ATPase proton pumping, primary screen, pHLuorin cytosolic pH fluorescence. S. cerevisiae. response, % at 10 µM. 0.37% of 350,000 active. AID 504577, 2011; in the data active = response mostly above about 7.3%, no sharp cut-off; inactive = mostly below about 5.4%; also: actives read high; inactives centre near 0; some compounds called inactive have numbers as strong as hits; reference of the scale not given here
CAL PDZ FP-1 – CAL PDZ peptide-binding inhibitors, primary screen, biochemical, fluorescence polarization, Cer-tagged CAL PDZ, HTS. 0.02% of 330,000 active. AID 504414, 2011. Golgi-associated PDZ and coiled-coil motif-containing protein (Homo sapiens), Q9HD26. inhibition, % at 20 µM. purified CAL PDZ, TMR-peptide fluorescence polarization, 1 h;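 active = highest replicate inhibition of at least 40%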;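 also: plate controls were DMSO neutral control wells for no effect and unlabeled competitor peptide control wells for full effect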
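System: purified tagged CAL PDZ domain construct (CerCALP). Schedule: 1 h incubation at room temperature before polarization reading. Medium: 25 mM sodium phosphate pH 7.4, 150 mM NaCl, TCEP, IgG, Thesit. Read-out: percent inhibition from loss of millipolarization. Measured by: FP readout, S and P plane fluorescence. Probe or stimulus: fluorescent TMR peptide probe.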
CAL PDZ FP-2 – untagged CAL PDZ binding inhibitors, primary screen, biochemical, fluorescence polarization, HTS; Golgi-associated PDZ and coiled-coil motif-containing protein (Homo sapiens), Q9HD26; purified CAL PDZ, TMR-peptide fluorescence polarization, 1 h; inhibition, % at 24.9 µM; 0.92% of 300,000 active; AID 602252, 2012;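 active = mean inhibition of at least 30% with at least half of replicates also reaching 30%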;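 also: 0% = DMSO neutral control and 100% = excess unlabeled competitor peptide PRC23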
DSG3 Ab inh – inhibitors of pemphigus antibody binding to DSG3, primary screen, biochemical, bead-based, flow cytometry, scFv-GFP | DSG3-coupled beads, scFv-anti-DSG3-GFP binding; active compounds read low | binding (percent of control), % at 10 µM | 0.48% of 310,000 active | AID 588358, 2011;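 active = binding more than 3 SD below its plate's average and above zero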;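 also: hits lower antibody fragment binding to DSG3; some compounds called inactive have numbers as strong as hits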
DAGLB inh – DAGLB lipase inhibitors, primary screen, biochemical, fluorescence, HTS; AID 504411, 2011; 0.059% of 340,000 active; inhibition, % at 5.17 µM; Diacylglycerol lipase-beta (Homo sapiens), Q8NCG7; HEK293T DAGLB membrane lysate, EnzChek fluorogenic substrate; in the data active = inhibition above about 34%;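 also: 0% = enzyme with vehicle and 100% = wells lacking enzyme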
Target sequence (Q8NCG7 whole entry, looked up): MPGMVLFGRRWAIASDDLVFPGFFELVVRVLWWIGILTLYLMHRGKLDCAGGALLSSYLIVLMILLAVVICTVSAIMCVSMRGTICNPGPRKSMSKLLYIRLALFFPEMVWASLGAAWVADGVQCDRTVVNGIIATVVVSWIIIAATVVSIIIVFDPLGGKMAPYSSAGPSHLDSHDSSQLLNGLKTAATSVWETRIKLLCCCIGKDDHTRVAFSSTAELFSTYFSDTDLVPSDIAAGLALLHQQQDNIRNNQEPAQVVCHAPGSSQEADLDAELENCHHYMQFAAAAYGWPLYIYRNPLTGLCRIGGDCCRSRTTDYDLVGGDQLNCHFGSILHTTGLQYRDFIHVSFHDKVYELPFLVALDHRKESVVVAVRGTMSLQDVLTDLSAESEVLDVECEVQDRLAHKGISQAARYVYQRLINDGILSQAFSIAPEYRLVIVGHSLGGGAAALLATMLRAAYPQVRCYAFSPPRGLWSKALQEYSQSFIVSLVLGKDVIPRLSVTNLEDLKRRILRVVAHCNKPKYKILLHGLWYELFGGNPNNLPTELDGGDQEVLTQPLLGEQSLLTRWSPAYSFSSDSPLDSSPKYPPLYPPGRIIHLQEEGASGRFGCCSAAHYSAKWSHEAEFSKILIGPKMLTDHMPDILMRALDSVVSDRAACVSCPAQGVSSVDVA
* = called active by the depositor; . = not tested or not shown.

Order of values – DSG3 Ab inh | NSD2 HMT inh | Cardiac RTF inh | Arr AP2 block | LANA DNA inh | Keap1 Nrf2 FP | V-ATPase pH | DAGLB inh | CAL PDZ FP-2 | CAL PDZ FP-1
CCOC(=O)c1nn(-c2ccccc2)c(=O)c(C#N)c1C
  71 | 3 | 0 | 17 | 1.8 | 1 | -3 | 2 | 2 | -1.9
CC1Nc2ccccc2C(=O)N1NS(=O)(=O)c1ccccc1 (stereo not given)
  101 | -2 | 4 | -2 | -0.9 | -2 | 0 | -1 | -5 | 0.3
COc1ccc(N(C)S(=O)(=O)c2cccc(C(=O)NC3CCCCC3C)c2)cc1 (stereo not given)
  95 | -4 | -7 | -9 | 5.6 | -1 | 0 | -3 | 5 | -0.7
CCOC(=O)c1ccc(-n2cc(C(=O)c3cccnc3)nn2)cc1
  117 | 2 | -7 | 14 | -0.4 | 3 | 3 | -6 | 1 | -2.0
N/C(=N\NC(=O)c1cccs1)c1cc2cc(Cl)ccc2oc1=O
  102 | 0 | 8 | 2 | -1.5 | 2 | -3 | 8 | 1 | -0.6
CC(=O)Nc1ccc(-c2nn[nH]n2)cc1Cl
  91 | 0 | -2 | 4 | 0.1 | -7 | 0 | 1 | 3 | 0.0
Cc1ccccc1-n1c(=O)c2ccccc2n2cnnc12
  103 | -3 | 2 | -5 | 1.0 | -3 | -4 | -2 | -2 | -2.9
CC(/C=C/c1ccco1)=N\NC(=O)C(O)c1ccccc1 (stereo not given)
  83 | 1 | -6 | 6 | 0.8 | -1 | 2 | -1 | -3 | -2.5
Cc1ccc(-c2nnn(CC(=O)N(Cc3ccccc3)C(C(=O)NC3CCCC3)c3ccncc3)n2)o1 (stereo not given)
  101 | 8 | 6 | 2 | 0.6 | -2 | -1 | 3 | -3 | .
Cc1ccccc1-c1nc(CS(=O)(=O)CC(=O)NCCCN2CCCC2)c(C)o1
  119 | . | -2 | -5 | 0.9 | -6 | -2 | -4 | -1 | 0.2
O=C(O)C1=NN(c2c(F)c(F)cc(F)c2F)C(=O)CC1
  100 | 0 | -8 | 0 | 3.5 | -2 | 3 | 0 | 6 | -0.1
COc1ccc(OCc2cc(C(=O)N(C)C3CCOCC3)no2)c2ccccc12
  139 | -5 | 3 | 5 | -1.4 | 3 | -10 | 0 | 0 | -1.4
COc1ccc(NC(=O)c2ccc(C)cc2Cl)c([N+](=O)[O-])c1
  101 | 25 | -3 | 1 | 1.4 | -3 | 3 | -3 | 1 | 0.0
CCN(CC)c1ccc(C2C(C(=O)OC)=C(C)NC(C)=C2C(=O)OC)cc1
  102 | 0 | 0 | 11 | -0.8 | -1 | 0 | 2 | . | -0.3
COc1ccc(-c2noc(C3CCCN(S(=O)(=O)c4cccc(Cl)c4C)C3)n2)cc1OC (stereo not given)
  100 | 1 | -4 | 29 | 0.4 | 0 | 19 | -4 | -2 | -0.8
O=C(O)c1cccc(-n2cccc2/C=C\[N+](=O)[O-])c1
  116 | 69* | -14 | 8 | 19 | 6 | 1 | -1 | 9 | 0.4
CC(C)(C)c1ccc(OCCC(=O)OCC(=O)NC2CC2)cc1
  100 | 0 | -7 | 29 | -2.5 | 1 | -3 | 0 | -3 | -1.0
COc1ccccc1Oc1ccc(N2CC(C(=O)OCC(=O)c3ccc(F)cc3)CC2=O)cc1 (stereo not given)
  114 | -5 | 2 | -2 | -2.3 | -1 | 0 | -1 | . | -1.2
Cc1c(NCc2cc(Cl)ccc2O)c(=O)n(-c2ccccc2)n1C
  108 | 3 | 0 | 3 | -1.0 | -6 | -3 | -13 | 1 | -1.4
O=S(=O)(c1ccccc1)N1CCN(Cc2ccccc2)c2ccccc21
  119 | -1 | 1 | 8 | -0.8 | -6 | 0 | -5 | -4 | -0.2
Cc1ccc(S(=O)(=O)N2CCN(S(=O)(=O)N(C)C)CC2)c(C)c1
  96 | -2 | 9 | -9 | 0.2 | 1 | -5 | 7 | -4 | 0.2
COc1ccc(-c2nnc(SCC(=O)N(Cc3ccccc3)C(C)(C)C)o2)cc1OC
  100 | -3 | -3 | -2 | -0.1 | 2 | 3 | 0 | 3 | 1.4
O=C(COc1cccc2ccccc12)N/N=C/c1ccco1
  102 | 40 | -2 | 50 | 0.6 | 2 | 5 | -1 | 1 | -2.1
C[C@H](CO)N1C[C@H](C)[C@@H](CN(C)S(=O)(=O)c2ccc(F)cc2)Oc2c(NC(=O)Cc3ccccc3)cccc2C1=O
  104 | . | -2 | -1 | 1.6 | -7 | 1 | 0 | -1 | -0.8
Cn1c(=O)[nH]c(=O)c2c1nc(NCc1ccccc1)n2CCCc1ccccc1
  108 | 1 | -1 | 5 | 2.1 | 2 | 1 | 7 | . | -0.1
COc1ccc(NC(C)=O)cc1S(=O)(=O)Nc1ccccc1C(=O)N1CCCC1
  99 | 17 | 5 | 7 | -0.6 | -4 | 1 | 1 | -4 | -2.1
O=C(C(=O)c1ccc(O)c(O)c1)c1ccc(O)c(O)c1
  . | 1 | -6 | 8 | 2.6 | 3 | -1 | 0 | -1 | -0.7
CC(=O)c1ccccc1OCC(O)CN1CCN(c2ccccn2)CC1 (stereo not given)
  105 | -1 | -3 | -1 | 2.4 | 1 | 0 | -1 | -5 | -1.8
COC(=O)CCCC1=CC2=CC(=O)C(C)(OC(=O)c3cccs3)C(=O)C2=CN1CCc1c[nH]c2ccccc12 (stereo not given)
  100 | . | -1 | 20 | 4.3 | -1 | 3 | 2 | -2 | 0.3
O=C(c1ccc([N+](=O)[O-])c(CS(=O)(=O)c2ccc(Cl)cc2)c1)N1CCCC1
  101 | 4 | -7 | -11 | 1.4 | -1 | 0 | -1 | -4 | 0.2
O=C1/C(=C\c2ccncc2)SC(=S)N1C1CCCCC1
  92 | -1 | -1 | 5 | -0.1 | -7 | -3 | 1 | 1 | 0.1
Cc1ccc(C)c(S(=O)(=O)NCCN2CCOCC2)c1
  106 | -4 | -7 | -18 | -3.8 | -1 | -3 | -1 | -3 | -0.5
Cc1c(CC(=O)NCC(=O)NCC(=O)O)c(=O)oc2c(C)c3oc4c(c3cc12)CCCC4
  109 | 10 | 2 | 9 | -1.8 | -8 | -2 | 0 | -17 | -6.3
Nc1ncnc2c1cnn2C1CC(O)C(CO)O1 (stereo not given)
  123 | -2 | -5 | 15 | -2.3 | 2 | 4 | -3 | 4 | -0.3
COc1ccc(NC(=O)Nc2ccccc2F)cc1
  102 | -1 | 0 | 3 | 1.4 | 1 | -1 | 0 | 0 | -2.5
COc1ccc(CC(=O)OC(C)C(=O)Nc2c(C)n(C)n(-c3ccccc3)c2=O)cc1OC (stereo not given)
  95 | -1 | -1 | -2 | 0.4 | -7 | 1 | -1 | . | -0.3
Cc1ccc2[nH]c(C)c(CCNC(=O)c3c(N)no[n+]3[O-])c2c1
  116 | 2 | -12 | 3 | -1.1 | -5 | -2 | -2 | 3 | 0.1
Cc1ccc(Cl)c(NC(=O)COC(=O)C2CCC2)c1Cl
  109 | -3 | 4 | -12 | 1.6 | 0 | 0 | 1 | 55* | -0.7
Nc1cccc2c1C(=O)c1ccc(Cl)cc1C2=O
  106 | 9 | 3 | -2 | -1.9 | -4 | 6 | 38* | -10 | 0.3
O=c1cc(-c2ccccc2Cl)oc2cc(O)cc(O)c12
  100 | . | 0 | 3 | 0.7 | 0 | 0 | -1 | 0 | -2.4

Full records, looked up by structure.
`COc1ccc(CC(=O)OC(C)C(=O)Nc2c(C)n(C)n(-c3ccccc3)c2=O)cc1OC` (stereo not given) is listed as DSG3 Ab inh: 95; NSD2 HMT inh: -1; Cardiac RTF inh: -1; Arr AP2 block: -2; LANA DNA inh: 0.4; Keap1 Nrf2 FP: -7; V-ATPase pH: 1; DAGLB inh: -1; CAL PDZ FP-2: .; CAL PDZ FP-1: -0.3
`Nc1cccc2c1C(=O)c1ccc(Cl)cc1C2=O` is listed as DSG3 Ab inh: 106; NSD2 HMT inh: 9; Cardiac RTF inh: 3; Arr AP2 block: -2; LANA DNA inh: -1.9; Keap1 Nrf2 FP: -4; V-ATPase pH: 6; DAGLB inh: 38*; CAL PDZ FP-2: -10; CAL PDZ FP-1: 0.3

(listing goes on)
Order of values – DSG3 Ab inh | NSD2 HMT inh | Cardiac RTF inh | Arr AP2 block | LANA DNA inh | Keap1 Nrf2 FP | V-ATPase pH | DAGLB inh | CAL PDZ FP-2 | CAL PDZ FP-1
CCCCSc1ccc2nc(-c3ccc(C#N)cc3)cn2c1
  90 | 0 | -5 | -3 | 2.3 | -1 | -4 | -8 | 2 | -3.9
CC(C)(C)c1ccc(C(=O)N/N=C/c2ccccn2)cc1
  97 | -1 | 0 | 13 | -0.8 | -7 | 2 | 2 | -5 | -1.1
O=C(CS(=O)(=O)c1cn(Cc2ccc(Cl)cc2)c2ccccc12)N1CCCC1
  101 | . | -11 | 14 | -0.4 | -4 | -4 | 0 | -4 | -0.4
CC(=O)c1c(C)[nH]c(C(=O)CSc2nnc(NC3CC3)s2)c1C
  106 | 0 | 0 | -1 | 0.5 | -4 | 1 | 4 | -1 | -2.5
COC(=O)CSc1ccc(C#N)c(SCC(=O)OC)c1
  106 | -3 | 2 | 22 | -2.5 | -2 | -6 | -3 | -4 | 0.5
Cc1ccc(S(=O)(=O)N2CCOCC2)cc1NC(=O)COC(=O)CNC(=O)c1ccc(Cl)cc1Cl
  95 | -1 | -3 | -1 | -0.3 | 1 | 4 | 1 | -4 | 0.6
C=CCOc1ccc(Br)cc1/C=N/O
  99 | -4 | 8 | -6 | -0.7 | -4 | 3 | -5 | -2 | -0.1
OC(CNCC1CCCO1)Cn1c2ccc(Cl)cc2c2cc(Cl)ccc21 (stereo not given)
  111 | 0 | -3 | -5 | 1.5 | 0 | 2 | -4 | 44* | -1.2
CC(=O)c1cc(-c2ccccc2)n(CC(=O)N2CCCCC2)c1C
  99 | 3 | -3 | 0 | -1.6 | -3 | -5 | -5 | . | -2.6

Not all compounds are listed; count on the stated rates, not on these rows.
